HT1080-NT tox – kills 2HG-producing HT-1080-NT fibrosarcoma cells; HT-1080-NT fibrosarcoma viability, CellTiter-Glo ATP luminescence, 48 h; Potency, µM (titrated, usually from 46.1 µM), without a hit: at the highest dose activity, negative = less viability, most hits filed as cytotoxic; 360,000 tested, 1.6% active;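 further: NT is the 2HG producing partner of a matched IDH1 knockdown line; potency means the concentration at half of the fitted maximal effect; 0% = DMSO-treated cells and -100% = media-only wells without cells; nearly all actives have a fitted effect of over 55% in size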
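Toxicity toward the 2HG-producing NT line was scored as %Activity, normalised to DMSO and no-cell wells, from CellTiter-Glo luminescence after 48 hours' treatment.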
ATXN2 expr inh – reduces ATXN2 reporter expression in HEK-293 cells | Potency, µM (titrated, usually from 57 µM), inactives show at the top dose activity change, negative = inhibition, usual class: inhibitors | HEK-293 ATXN2-luciferase reporter, luminescence, 24 h | 360,000 tested, 0.72% active; further: potency means the concentration at half of the fitted maximal effect; on the % scale 0 is the no-effect control and ±100 the full control effect; nearly all actives have a fitted effect of over 55% in size
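qHTS (up to 57 uM final) was run with 24 h compound exposure of reporter cells at 37 °C. Each well was multiplexed: SteadyGlo luminescence measured ATXN2-luciferase expression after a fluorogenic Gly-Phe-AFC viability readout (25 uM final).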
WRN helicase inh – blocks human WRN helicase; WRN helicase unwinding, fluorescent forked duplex, kinetic; Potency, µM (top dose mostly 114 µM), inactives show at the top dose activity change, negative = inhibition, hits mostly inhibitors; 360,000 tested, 0.46% active; AID 651768; further: potency means the concentration at half of the fitted maximal effect; on the % scale 0 is the no-effect control and ±100 the full control effect; nearly all actives have a fitted effect of over 55% in size
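Kinetic red-fluorescence monitoring (525/598 nm) tracks WRN helicase activity after 100 nM fluorophore-quencher forked duplex and 2 mM ATP are added to 20 nM enzyme pretreated 15 min at room temperature with compound.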
KB-3-1 tox – KB-3-1 parental cell cytotoxicity. KB-3-1 viability, CellTiter-Glo ATP luminescence, 72 h. Potency, µM (titrated, usually from 46.1 µM), inactives show at the highest dose activity change, negative = cytotoxic, usual class: cytotoxic. 400,000 tested, 1.4% active; further: potency means the concentration at half of the fitted maximal effect; on the % scale 0 is the no-effect control and ±100 the full control effect; nearly all actives have a fitted effect of over 60% in size
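Parental KB-3-1 adenocarcinoma cells in phenol-red-free DMEM with 10% FBS were pin-treated with compounds at several concentrations, incubated 72 h at 37 °C, and viability read by CellTiter-Glo luminescence; concentration-effect curves were fitted after normalization.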
IL1B secr inh – inflammasome signaling inhibition, IL-1 beta readout; THP-1 LPS/ATP IL-1B secretion, AlphaLISA, 16 h; stronger effect = lower value; AID 743279; activity change, % at 57.5 µM; 360,000 tested, 4.7% active; in the data active means activity change below about -50%; inconclusive means mostly about -30% to -49%; further: on the % scale 0 is the no-effect control and ±100 the full control effect
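Secreted IL-1B measured by AlphaLISA bead assay after 16 h compound exposure of THP-1 cells; compounds (final up to 57.5 uM) added 1 h before LPS (250 ng/mL) and ATP (1.25 mM) stimulation; lower signal means less secretion.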
HT1080 IDH1KD tx – toxicity to HT-1080 IDH1 knockdown cells (counter line); HT-1080 IDH1 knockdown viability, ATP luminescence, 48 h; Potency, µM (series often up to 46.1 µM), for the others: at the highest dose activity, negative = toxicity, actives largely listed as cytotoxic; 360,000 tested, 2% active;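 further: potency means the concentration at half of the fitted maximal effect; 0% = DMSO wells and -100% = cell-free medium wells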
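HT-1080-IDH1KD cells (IDH1 knocked down), 750/well in RPMI with 5% FBS, treated with compound 48 h at 37 degrees C. Viability by CellTiter-Glo luminescence, normalised to DMSO and no-cell wells; concentration-response curves classed.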
SW480 rereplic – inducers of DNA re-replication in SW480 colon cancer cells | SW480 DNA re-replication, Hoechst DNA content imaging, 48 h | Potency, µM (highest dose often 46.1 µM), for the others: at the top dose re-replication activation, hits mostly activators | 340,000 tested, 1.8% active | AID 624297; further: potency means the concentration at half of the fitted maximal effect; % of control where 0% means no effect; nearly all actives have a fitted effect of over 55% in size
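Image-based read-out: total Hoechst fluorescence of nuclei (405 nm excitation, 500-530 nm emission), with hits raising the fraction of high-intensity nuclei. SW480 colon cells incubated 48 hr with compounds at 37 C.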
KB-V1 MDR tox – KB-V1 MDR subline cytotoxicity. AID 1347076. Potency, µM (series often up to 46.1 µM), for inactives: at the top dose activity change, negative = cytotoxicity, hits mostly cytotoxic. 400,000 tested, 3.4% active. KB-V1 MDR cells viability, CellTiter-Glo, 72 h; further: potency means the concentration at half of the fitted maximal effect; on the % scale 0 is the no-effect control and ±100 the full control effect; nearly all actives have a fitted effect of over 60% in size
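Readout: CellTiter-Glo luminescence, 10 min after addition. Cells: KB-V1 MDR subline, 72 h at 37 degrees C with compound. Analysis: corrected, normalized data fitted to concentration-effect curves.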
MCF10A rereplic – induces DNA re-replication in MCF 10a normal breast cells | Potency, µM (highest dose often 46.1 µM), for inactives: at the top dose activity, positive = re-replication, hits mostly activators | AID 624296 | MCF 10A DNA re-replication, Hoechst nuclear intensity, 48 h | 350,000 tested, 2.9% active; further: potency means the concentration at half of the fitted maximal effect; % of control where 0% means no effect; nearly all actives have a fitted effect of over 50% in size
An asterisk follows results filed as active; i = inactive; ? = inconclusive; nt = no result given; [ ] = remark or other dose. Unless noted, the call rests on the fitted dose curve; in most records, active means well fitted curve in the direction sought with a large enough effect; inconclusive means small, poorly fitted or top-dose-only effect, or another doubt; inactive means no such curve, though single readings can be large; an effect the other way counts as inactive or inconclusive. No enrichment for hits, and some 12% of all compounds hit somewhere here.

SMILES	HT1080-NT tox	ATXN2 expr inh	WRN helicase inh	KB-3-1 tox	IL1B secr inh	HT1080 IDH1KD tx	SW480 rereplic	KB-V1 MDR tox	MCF10A rereplic
CSc1ccc(-c2c(C#N)c(N)nc3c2CCCC3)cc1	4.3%	12.5%	1.8%	12.9%	24.9	3.7%	-10.9%	11.2%	1.7%
COc1ccc(C(C)=O)cc1COC(=O)c1ccc(S(=O)(=O)N(C)C)cc1	1.7%	nt	-0.4%	0.8%	11.0	13.1%	?	12.3%	0.5%
O=C(CSc1ncn[nH]1)NC12CC3CC(CC(C3)C1)C2	-2.2%	0.4%	2.5%	8.8%	-0.6	-1.0%	-4.7%[9.22 µM]	4.8%	2.5%
Cc1ccc(Nc2nnc(SCC(=O)Nc3cccc(S(=O)(=O)N4CCCCC4)c3)s2)cc1	-6.2%	13.6%	-21.0%	-8.4%	-14.5	-20.1%	11.8%	-5.8%	13.8%
CC(=O)Nc1c(Cl)c(Cl)c2c(c1Cl)C(=O)c1cc(Cl)ccc1-2	2.9%	10.0%	-0.6%	20.6µM*	1.9	15.8%	-0.9%	14.6µM*	0.4%
COc1ccc(CNC(=O)CN(C(=O)c2csnn2)c2ccc3c(c2)OCCO3)cc1	-0.3%	27.0%	8.9%	9.0%	3.0	18.6%	-0.5%	-21.7%	1.6%
O=C(CN1c2ccccc2Sc2ccccc21)NNC(=S)Nc1ccc(Cl)cc1Cl	?	-10.6%	-24.9%	20.6µM*	?	?	0.5%	13µM*	?
Cc1nc(SCC(=O)N(C)C2(C#N)CCCCC2)c2ccccc2n1	-6.4%	12.7%	4.4%	-21.0%	-14.7	-10.9%	1.4%	-29.3%	?
COC(=O)N/N=C/c1c(C)c(C(=O)c2ccc(F)cc2)n2ccccc12	-0.6%	?	-7.2%	-0.1%	4.3	?	-27.9%	23.1µM*	?
O=C(Nc1ccc(Br)cc1F)c1ccc2nsnc2c1	-1.5%	13.3%	-8.7%	3.1%	4.0	1.7%	?	13.8%	?
Cc1ccc(OC(=O)CCC(=O)Nc2ccc(C(N)=O)cc2)cc1	28.6%	4.5%	6.2%	5.4%	-4.0	13.8%	-77.4%[inhibitor]	15.4%	-0.5%
COc1cccc(N2CCc3c(C)nc4ccc(Cl)cc4c32)c1	?	?	21.8%	?	-96.3*	20.6µM*	?	16.4µM*	?
COc1cccc(CNC(=O)C(=O)NCC2CCCO2)c1 (stereo unspecified)	14.1%	9.1%	7.0%	-1.2%	10.1	19.2%	-8.4%	0.0%	-2.2%
CC(=O)Nc1cccc(-c2nnc(SCC(=O)N3CCCCC3)n2C)c1	5.7%	0.2%	-0.6%	13.1%	-5.4	4.3%	10.3%	26.0%	289.0%[0.0737 µM]
Cc1nn(C)c(Oc2ccccc2)c1CCNS(=O)(=O)c1ccc(Cl)cc1	-24.7%	-18.1%	-6.4%	?	?	?	0.6%	18.4µM*	9.6%
CS(=O)Cc1cc(Sc2ccccc2)nc(-c2cccnc2)n1 (stereo unspecified)	5.2%	-1.2%	3.3%	10.1%	26.8	1.0%	?	-7.4%	-3.4%
O=C(Nc1cccc(O)c1)c1cc2nc(-c3ccccc3)cc(-c3ccccc3)n2n1	-25.0%	-16.9%	5.8%	?	-3.0	-29.4%	-291.6%[inhibitor]	1.0%	?
C/C(CC(=O)Nc1ccccn1)=N\NC(=O)C(=O)Nc1ccccc1C	19.2%	-12.8%	-0.1%	8.0%	-3.3	21.2%	-6.5%	26.4%	-1.2%
O=C(NCc1ccc(F)cc1)C1CCN(c2cnccn2)CC1	-9.5%	-20.3%[11.3 µM]	-14.4%	4.3%	20.6	-13.1%	-3.8%	-14.2%	-0.7%
CC(C)c1cc(C(N)=O)c(NC(=O)c2cccc(COc3ccc(Br)cc3)c2)s1	?	-18.4%	-16.6%	1.3%	-75.7*	?	24.4%	20.6µM*	11.5%
Cc1onc(-c2c(F)cccc2Cl)c1C(=O)ONC(=O)c1ccccc1	22.1%	3.7%	5.4%	10.0%	-3.1	16.6%	-6.6%	5.7%	8.2%
COc1ccc2c(Cl)c(C(N)=O)sc2c1	2.6%	7.2%	-1.8%	-5.1%	-17.6	3.9%	2.9%	0.0%	0.7%
O=C(Cc1ccccc1)Nc1ccnn1C1CCN(Cc2ccc(CO)o2)CC1	9.2%	-3.6%	-5.1%	-5.1%	i	19.7%	-2.1%	-2.6%	-0.2%
CCOC(=O)c1c(C)[nH]c(C)c1-c1ccccc1OC	-5.4%	1.0%	-29.8%[57.1 µM]	-3.7%	-12.4	-8.7%	15.0%	-13.3%	0.8%
COc1cccc(C(=O)C2CCCN(Cc3ccc(OC)c(Cn4cncn4)c3)C2)c1 (stereo unspecified)	-2.0%	-13.9%	-4.8%	-2.8%	-4.4	-5.5%	-20.0%	-4.0%	0.4%

In a second layout: results already given.
Second line of a record: HT1080-NT tox, ATXN2 expr inh, WRN helicase inh, KB-3-1 tox, IL1B secr inh, HT1080 IDH1KD tx, SW480 rereplic, KB-V1 MDR tox, MCF10A rereplic
COc1ccc(C(C)=O)cc1COC(=O)c1ccc(S(=O)(=O)N(C)C)cc1
  1.7%, nt, -0.4%, 0.8%, 11.0, 13.1%, ?, 12.3%, 0.5%
O=C(CSc1ncn[nH]1)NC12CC3CC(CC(C3)C1)C2
  -2.2%, 0.4%, 2.5%, 8.8%, -0.6, -1.0%, -4.7%[9.22 µM], 4.8%, 2.5%
Cc1ccc(Nc2nnc(SCC(=O)Nc3cccc(S(=O)(=O)N4CCCCC4)c3)s2)cc1
  -6.2%, 13.6%, -21.0%, -8.4%, -14.5, -20.1%, 11.8%, -5.8%, 13.8%
CC(=O)Nc1c(Cl)c(Cl)c2c(c1Cl)C(=O)c1cc(Cl)ccc1-2
  2.9%, 10.0%, -0.6%, 20.6µM*, 1.9, 15.8%, -0.9%, 14.6µM*, 0.4%

The list continues.
SMILES	HT1080-NT tox	ATXN2 expr inh	WRN helicase inh	KB-3-1 tox	IL1B secr inh	HT1080 IDH1KD tx	SW480 rereplic	KB-V1 MDR tox	MCF10A rereplic
COc1ccc(-c2csc(NC(=O)CN3C(=O)C4CCCCC4C3=O)n2)c(OC)c1 (stereo unspecified)	?	-17.1%	?	-5.0%	nt	?	10.1%	-6.4%	8.6%
COC(=O)c1c(NC(=O)CSc2nnc3ccccn23)sc2c1CCC2	-11.4%	-0.6%	-15.6%	-0.5%	7.9	-17.4%	-2.8%	-18.9%	6.9%
COc1ccc(NC(=O)[C@H](CCS(C)(=O)=O)N2Cc3ccccc3C2=O)c(OC)c1	-4.5%	5.4%	5.4%	2.8%	1.1	0.2%	-3.4%	28.9%	-4.6%
C[C@@H]1C(c2ccc(F)cc2)=NN(c2ccc(Br)cc2)[C@H]1C(=O)N1CCOC1=O	-17.7%	11.6%	-10.4%	0.0%	-54.4*	-28.6%	?	0.0%	?
O=c1[nH]cc(S(=O)(=O)N2CCOCC2)c(=O)[nH]1	5.6%	4.9%	-0.3%	-8.0%	-1.4	11.2%	29.0%	0.9%	39.6%
O=C(CSc1nnc(-c2ccccc2F)n1C1CCCCC1)N1CCCC1	6.2%	1.4%	-10.6%	-3.0%	18.7	14.6%	-4.6%	-22.7%	16.1%
O=C(c1cn(-c2ccccc2)nc1-c1cccnc1)N1CCCC(C(F)(F)F)C1 (stereo unspecified)	9.9%	3.6%	4.5%	14.5%	-19.7	4.5%	0.0%	?	0.6%
COc1ccc(Cn2c(=O)[nH]c3cc(C(=O)NCCCN4CCCCC4)ccc3c2=O)cc1	-24.4%	-21.4%	13.1%	-0.4%	?	?	-6.2%	18.4%	1.2%
COc1ccc(-c2nn(-c3ccccc3)cc2C(=O)Nc2cccc(S(=O)(=O)NC3=NCCC3)c2)cc1	?	-4.7%	-11.8%	-20.6%	?	?	-12.5%	?	7.3%
COc1ccc(CCNC(=O)CN2C(=O)NC3(CCc4ccccc43)C2=O)cc1 (stereo unspecified)	7.2%	nt	2.1%	3.6%	7.7	0.1%	0.0%	-10.2%	-2.3%
CC(=O)Nc1ccc(S(=O)(=O)Oc2ccc(C=O)cc2)cc1	-0.1%	6.7%	3.4%	-16.5%	0.0	-4.7%	?	?	4.1%
COc1ccccc1CCNC(=O)CCCn1nc(C)c2c(C)n(-c3ccc(C)cc3)nc2c1=O	-0.2%	nt	2.9%	0.1%	-5.8	-2.9%	-35.3%[inhibitor]	0.0%	4.3%
COCCNC(=O)CN1C(=O)NC2(CCCc3cc(OC)ccc32)C1=O (stereo unspecified)	9.7%	11.7%	-1.2%[57.1 µM]	2.7%	21.5	19.7%	-32.4%[inhibitor]	6.7%	-0.1%
CC1(CCc2ccccc2)NC(=S)N(c2ccc(Cl)cc2)N1 (stereo unspecified)	?	5.3%	-12.8%	?	-1.9	?	7.8%	-13.1%	17.7%
Cn1c(=O)c2[nH]c(SCC(=O)c3ccc(F)cc3)nc2n(C)c1=O	?	1.0%	-22.1%	18.1%	7.5	8.6%	-3.0%	13.7%	0.2%
NC(=O)NOCc1ccccc1	15.3%	5.7%	1.7%	0.8%	4.2	15.7%	-45.0%[inhibitor]	4.9%	-36.8%[inhibitor]
Cc1nc(NC(=O)CCl)sc1C(=O)N(C)C	?	nt	1.9%	0.9%	-80.8*	-24.2%	?	-6.4%	0.4%
CCOC(=O)[C@@H](NC(=O)/C=C/[C@H]1O[C@@H](n2ccc(=O)[nH]c2=O)[C@H](O)[C@@H]1O)C(C)C	21.5%	1.9%	-7.9%	0.0%	10.9	26.8%	nt	6.1%	nt
O=C(O)c1ccc(C2Nc3ccccc3C(=O)N2Cc2ccccc2)cc1 (stereo unspecified)	18.8%	-10.0%	-1.7%	-0.7%	8.3	31.8%	-5.2%	-3.1%	-5.4%

From PubChem BioAssay
